Assay outcomes deposited in PubChem by National Center for Advancing Translational Sciences (NCATS).
MLL CXXC-DNA inh = MLL CXXC-DNA interaction inhibition | Q03164 | MLL-CXXC / FITC-HOXA9 DNA fluorescence polarization | Potency, µM (titrated, usually from 115 µM), without a hit: top-dose activity change, negative = inhibition, actives largely listed as inhibitors | 290,000 tested, 0.037% active; active = well fitted inhibition curve with a large enough effect in the polarisation, with a control signal flat, not every such curve was filed as active; inconclusive = small, poorly fitted or top-dose-only effect, or effect the other way, or a change in a side signal; inactive = no such curve, though single readings can be large or run the other way; the % refers to the polarisation; note: potency is the fitted concentration of half-maximal effect
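Purified MLL-CXXC (added from a 7 uM solution) was preincubated 5 min at ambient with pinned compounds in 50 mM Tris-HCl pH 7.5, 50 mM NaCl, 1 mM DTT, 0.05% BSA. Fluorescein-labeled HOX-A9 DNA (50 nM solution) followed, 30 min, then polarization read.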
Tb PFK inh = T. brucei PFK enzyme inhibition; O15648; T. brucei PFK, ADP-Glo luminescence; Potency, µM (doses to about 57.5 µM), for the others: at the top dose activity, negative = inhibition, actives largely listed as inhibitors; 330,000 tested, 0.17% active;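 note: potency is the fitted concentration of half-maximal effect; 0% = uninhibited 1x PFK enzyme wells and -100% = no-enzyme wells; nearly all actives have a fitted effect of over 60% in size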
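Luminescent ADP detection (ADP-Glo, two-step: ATP depletion then ADP-to-ATP conversion for luciferase) reported PFK activity after 45 min room-temperature reaction of 1.25 nM enzyme with 0.5 mM F6P and 0.1 mM ATP at pH 8.0.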
GALK inh = blocks human galactokinase activity; P51570; Purified GALK, Kinase-Glo residual ATP luminescence; Potency, µM (top dose mostly 57.5 µM), for inactives: at the top dose activity change, negative = inhibition, most hits filed as inhibitors; 270,000 tested, 0.007% active; note: potency is the fitted concentration of half-maximal effect; % is set by controls: 0 for no effect and ±100 for the full control effect
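The enzyme phosphorylates galactose (100 uM) using ATP (35 uM); inhibition is detected as higher residual ATP, quantified by bioluminescence after 1 h reaction at room temperature, pH 8.0.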
Coupling enz = counter-screen for Giardia aldolase inhibitors: coupling enzyme system; coupling enzyme system counterscreen, AmpLite Red fluorescence; activity change, negative = inhibition, % at 58.2 µM, hits read low; 290,000 tested, 0.67% active; AID 2472; in the data active = activity change below about -30%; note: % is set by controls: 0 for no effect and ±100 for the full control effect
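First, compound is pin-transferred into glyceraldehyde-3-phosphate coupling-enzyme reagent at 57.5 uM final and held 10 min at RT. Next, substrate, coupling system and AmpLite Red are added. After 20 min RT, fluorescence (525/598 nm) is read.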
AT treatment = potential ataxia-telangiectasia treatments restoring KAP-1 phosphorylation; […] A-T fibroblasts, KAP-1 phosphorylation AlphaLISA; neocarzinostatin DNA damage 30 min before lysis; Potency, µM (top dose mostly 57.5 µM), for the others: top-dose activation, actives largely listed as activators; 320,000 tested, 0.19% active; AID 485349; note: potency is the fitted concentration of half-maximal effect; % of control where 0% means no effect; nearly all actives have a fitted effect of over 45% in size
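ATM-like activity read as KAP-1 phosphorylation via AlphaLISA donor/acceptor antibody pairs after lysis and 6 hr at 25C. Cells were ATM-null patient fibroblasts ([…], hTERT), dosed 60 min, then exposed to the DSB inducer NCS for 30 min.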
TCR activator = activates T cell receptor signaling | 330,000 tested, under 10 active | primary human leukocytes, anti-CD3, IL-2 HTRF, 48 h | AID 504894 | Potency, µM (titrated, usually from 9.22 µM), for the others: at the top dose activation of IL-2 secretion, actives largely listed as activators; note: % of control where 0% means no effect
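Compounds are tested in HTS on primary human leukocytes co-incubated with a-CD3 beads for 48 hr. IL-2 output is measured by time-resolved FRET.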
Giardia kill = kills Giardia lamblia | Giardia lamblia trophozoite viability | activity change, % at 7.66 µM, hits read low | 340,000 tested, 0.15% active; in the data active = activity change below about -80%; inconclusive = between about -30% and that limit;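 note: parasites exposed to compound for two days anaerobically before the ATP read; % is set by controls: 0 for no effect and ±100 for the full control effect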
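Luminescent ATP signal served as the viability read-out, measured 15-30 min after adding ATP detection reagent to trophozoites that had been incubated with compounds for 48 hrs at 37 deg C anaerobically at 100 cells/well.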
Chronic BCR inh = chronic active BCR signaling inhibition. ABC-DLBCL IkBa-CBG/CBR reporter, luminescence ratio, 4 h. Potency, µM (top dose mostly 46.1 µM), for the others: top-dose ratio change, negative = lower green/red ratio, hits mostly inhibitors. 340,000 tested, 0.05% active. AID 493014; active = well fitted inhibition curve with a large enough effect in the signal ratio, with a control signal flat, not every such curve was filed as active; inconclusive = small, poorly fitted or top-dose-only effect, or effect the other way, or a change in a side signal; the % refers to the signal ratio;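 note: potency is the fitted concentration of half-maximal effect; plate controls were basal doxycycline-induced cells for no effect and cells given 10 µM MG132 for full effect; MG132 reads +100%, hits lower the ratio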
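Concentration-response series (up to 46 uM) were applied to TMD8 dual-reporter cells for 4 h at 37C with doxycycline. Green/red ratio, after filter-overlap correction, defined %Activity; red signal alone was normalised to basal cells and zero luminescence.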
TSHR antagonist = human thyrotropin receptor antagonism. activity change, negative = inhibition, % at 11.5 µM. 330,000 tested, 0.2% active. AID 504810. TSHR-expressing cells, TSH-stimulated cAMP HTRF, 2 h; stronger effect = lower value. P16473;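 active = activity change below a set negative limit, meaning inhibition stronger than a set level, cut at about -70% in these data; inconclusive = activity change between two set negative limits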; note: % is set by controls: 0 for no effect and ±100 for the full control effect
Target sequence (P16473 whole entry, looked up): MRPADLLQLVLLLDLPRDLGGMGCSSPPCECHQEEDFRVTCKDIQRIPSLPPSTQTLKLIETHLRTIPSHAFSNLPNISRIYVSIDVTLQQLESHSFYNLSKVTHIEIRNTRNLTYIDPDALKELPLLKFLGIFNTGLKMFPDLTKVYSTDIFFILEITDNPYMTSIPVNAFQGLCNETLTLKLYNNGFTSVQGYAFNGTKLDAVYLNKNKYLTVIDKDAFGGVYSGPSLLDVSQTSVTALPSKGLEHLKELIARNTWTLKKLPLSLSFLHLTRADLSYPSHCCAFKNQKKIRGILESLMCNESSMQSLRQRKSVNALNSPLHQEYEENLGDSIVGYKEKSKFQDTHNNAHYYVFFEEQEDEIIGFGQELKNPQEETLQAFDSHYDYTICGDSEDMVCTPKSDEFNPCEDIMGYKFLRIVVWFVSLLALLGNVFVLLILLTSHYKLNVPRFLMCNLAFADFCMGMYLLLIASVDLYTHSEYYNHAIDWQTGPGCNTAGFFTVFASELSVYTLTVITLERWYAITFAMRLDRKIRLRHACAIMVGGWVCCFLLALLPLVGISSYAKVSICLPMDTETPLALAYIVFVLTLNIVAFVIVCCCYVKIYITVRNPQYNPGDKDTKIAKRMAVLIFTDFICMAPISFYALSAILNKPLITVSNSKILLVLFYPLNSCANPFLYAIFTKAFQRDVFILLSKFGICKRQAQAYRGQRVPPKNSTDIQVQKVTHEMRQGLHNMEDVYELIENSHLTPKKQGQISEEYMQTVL
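Cell-based HTRF cAMP assay; TSHR cells + compound, TSH EC80 (4nM final), 2 h, 37 deg C. Lysis with anti-cAMP cryptate and cAMP-d2, 30 min RT, read 665/620 nm.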
KCNH2 WT inh = inhibitors of human wildtype KCNH2 potassium channel. Q12809. U2OS, BacMam KCNH2, thallium flux FluxOr; stronger effect = lower value. activity change, % at 1.84 µM. 340,000 tested, 0.37% active. AID 720551;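 active = maximum activity change below -70%; inconclusive = maximum activity change between -70% and -50%; inactive = maximum activity change above -50%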; note: % is set by controls: 0 for no effect and ±100 for the full control effect
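U2OS cells transduced with wild-type KCNH2 virus are loaded with FluxOr dye for 45 min, and thallium flux is measured in kinetic reads before and after stimulation buffer. Rate constants are normalized to DMSO controls.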
* = called active by the depositor; ? = inconclusive; / = not tested or not shown; [ ] = remark or other dose. Unless noted, calls come from the whole dose curve; as a rule, active = well fitted curve in the direction sought with a large enough effect; inconclusive = small, poorly fitted or top-dose-only effect, or another doubt; inactive = no such curve, though single readings can be large; an effect the other way counts as inactive or inconclusive.

SMILES	MLL CXXC-DNA inh	Tb PFK inh	GALK inh	Coupling enz	AT treatment	TCR activator	Giardia kill	Chronic BCR inh	TSHR antagonist	KCNH2 WT inh
O=C(Nc1ccc(Cl)cc1F)C1CC(=O)N(Cc2ccco2)C1 (stereo not drawn)	/	-3%	/	/	-4%	-5%	3	0%	1	2
CC(=O)N(C)c1ccc(NS(=O)(=O)c2cc(Cl)ccc2Cl)cc1	7%	4%	-3%	4	1%	-2%	-27	-1%	-6	-5
COc1ccc(N2C(=O)CCC(C(=O)NCCCN3CCC(C)CC3)C2c2ccc(OC)c(OC)c2)cc1 (stereo not drawn)	2%	-1%	0%	-1	2%	-5%	18	4%	14	8
Cc1c(NC(=O)c2cccs2)cccc1NC(=O)c1cccs1	2%	0%	-1%	/	0%	-1%	-11	6%	3	-4
Clc1ccc(Sc2oc(/C=N/n3cnnc3)cc2Br)cc1	10%	-18%	5%	0	11%	-1%	12	-1%	-12	9
C=CCN1C(=O)CN=C1Nc1cc(C)cc(C)c1	2%	3%	0%	1	11%	5%	-10	-2%	-8	-4
Clc1ccc2c(NNc3ccccc3Cl)ccnc2c1	-29%	-4%	-1%	-1	0%	/	-12	5%	1	-2
O=C(CSc1nnc(CNC(=O)c2cccs2)o1)Nc1cccc(F)c1	20%	-13%	-1%	/	1%	-4%	16	-1%	5	-10
COc1ccc2c(c1)OC[C@H]1[C@H]2N2C(=O)CNC(=O)[C@@]2(C)[C@H]1c1ccccc1	/	4%	/	/	0%	-31%	18	-3%	3	6
Cc1c(NC(=O)Nc2ccccc2Cl)c(=O)n(-c2ccccc2)n1C	13%	0%	-1%	5	-9%	-3%	8	8%	-80*	6
Cc1ccc(S(=O)(=O)c2ccc(Cl)cc2)cc1S(=O)(=O)NC(C)C(=O)O (stereo not drawn)	-2%	0%	3%	5	0%	-3%[46.1 µM]	-1	0%	-3	15
CCC1(C)Cc2c(sc3nc(NN)n(C)c(=O)c23)CO1 (stereo not drawn)	-16%	1%	1%	-2	/	7%	-7	?	15	3
Cc1nc(-c2ccccc2)sc1C(=O)Nc1ccc(S(N)(=O)=O)cc1	2%	-6%	/	0	-3%	-2%	-5	9%	3	7
CCOC(=O)c1[nH]cnc1C(=O)NCc1ccccc1	0%	0%	5%	-1	-5%	0%	-5	5%	7	-12
CCn1c(=O)c2cc(C(=O)NCCCOC)sc2c2ccccc21	-11%	-4%	2%	1	-4%	5%	-10	-13%	8	-8
Cc1ccc(-c2nnc(SCc3ccc(C#N)cc3)n2Cc2ccco2)cc1	-7%	-15%	-1%	0	-4%	4%	2	23%	-7	15
C/C(=N\N=C1\NC(=O)CC(C(=O)O)S1)c1ccc(F)cc1 (stereo not drawn)	-13%	4%	-2%	3	-13%	0%[46.1 µM]	-2	3%	11	-15
CN(C)CCNC(=O)c1ccc(CS(=O)(=O)c2c(Cl)cccc2Cl)o1	-9%	-1%	2%	0	5%	0%	-22	0%	-15	0
COCCN(Cc1ccccc1)C(=O)C1CCN(C(=O)Nc2ccccc2)CC1	/	-3%	/	/	8%	6%	3	6%	/	-6
O=C1CN(C(=O)COc2ccc(F)cc2Cl)c2ccccc2N1	-4%	-2%	-1%	4	-2%	1%	6	3%	8	-20
O=C(Nc1cc(S(=O)(=O)N2CCCCC2)ccc1Cl)C1COc2ccccc2O1 (stereo not drawn)	/	1%	/	/	7%	-23%	10	-3%	-16	-1
CCn1cc([N+](=O)[O-])c(C(=O)Nc2c(C)nn(Cc3c(F)c(F)c(F)c(F)c3F)c2C)n1	-5%	2%	1%	4	9%	2%	-7	3%	7	-10
CN(CCC#N)c1ccc(/C=C(\C#N)c2ccccn2)cc1	-4%	-7%	3%	-4	-5%	-4%[46.1 µM]	?	?	1	-8
Cn1c(Cn2nnc3ccccc32)nnc1SCC(=O)N1c2ccccc2CCc2ccccc21	-3%	-6%	-1%	2	5%	-14%	-5	5%	-7	3
COc1ccc(CCN(C)C(=O)c2cc(=O)c3ccccc3o2)cc1OC	2%	1%	-1%	-2	0%	-2%	-5	?	-11	-9
Cc1ccc2cc(C(c3nnnn3Cc3ccccc3)N3CCN(c4ccccc4)CC3)c(=O)[nH]c2c1 (stereo not drawn)	15%	30%	2%	-1	-5%	1%	-3	8%	-10	16
CSCCCN1CCCC(CO)(Cc2ccccc2F)C1 (stereo not drawn)	4%	-4%	1%	10	-4%	/	23	0%	7	-1
CC(=O)Nc1nn(C)c2nc3ccc(C)cc3cc12	2%	-1%	0%	-3	4%	7%	-24	8%	-8	4
CCOC(=O)c1sc2nc(C)nc(SCC(=O)NC3CCS(=O)(=O)C3)c2c1C (stereo not drawn)	15%	5%	-2%	8	9%	9%	4	?	48	/
CCNc1nc(NCC)nc(Oc2ccc(C(=O)OC)cc2)n1	1%	-1%	0%	3	-8%	1%	?	-16%	0	-10
COC(=O)c1ccccc1S(=O)(=O)N1CCC(C(=O)NC2=NCCS2)CC1	/	-5%	/	/	6%	7%	-20	-1%	2	-1
O=C(Nc1nc2ccccc2s1)c1cc(-c2ccccc2)nn1-c1ccccc1	5%	-3%	-2%	-1	2%	-5%[46.1 µM]	7	-5%	-25	1
CCOC(=O)c1sc(NC(=O)CN(CC(C)C)CC(C)C)c(C(=O)OCC)c1C	4%	-1%	-2%	-1	4%	6%	-9	?	1	3
CCCCN(CC)C(=O)C1CCCN(S(=O)(=O)c2cccc3nsnc23)C1 (stereo not drawn)	13%	-1%	-4%	-1	1%	0%	-8	9%	?	57
COc1ccc(C/C(C)=N/NC(=S)Nc2ccc(C(C)C)cc2)cc1	-4%	0%	/	2	4%	-6%[46.1 µM]	-3	-1%	31	2
CCOc1ccc(NC(=O)CSc2nc(C)cc(C)n2)cc1	-6%	4%	1%	0	2%	-3%[46.1 µM]	0	?	-7	-5
COC(=O)[C@]1(C)N[C@H](CN(C)C(=O)Nc2ccc(OC)cc2)[C@@H]2C(=O)N(Cc3ccccc3)C(=O)[C@@H]21	/	-16%	/	/	3%	1%	-20	-1%	0	15
CC(C)OC(=O)c1cccnc1SCc1cc(=O)n2ccccc2n1	8%	0%	-2%	11	-2%	/	2	?	17	-5
Cn1c(=O)c2c(nc(N/N=C3\CCCc4ccccc43)n2Cc2ccc(F)cc2)n(C)c1=O	1%	8%	3%	-1	1%	-13%[46.1 µM]	8	?	2	2
CCCn1c(=O)c(C(=O)NNC(=O)c2ccc(Cl)cc2Cl)c(O)c2ccccc21	-6%	-9%	-1%	5	2%	-117%	-25	-7%	18	-25
CCCc1[nH]n(-c2ccc([N+](=O)[O-])cc2)c(=O)c1C=NCCCn1ccnc1	-3%	-2%	4%	0	-5%	-5%	7	?	4	-2
Cc1ccc(S(=O)(=O)CCSc2n[nH]c(=O)n2-c2ccc3c(c2)OCCO3)cc1	-11%	-3%	3%	-2	-5%	7%	8	-15%	-4	-13
CC(C)CN1CCC(=O)N([C@H](CN=[N+]=[N-])Cc2ccccc2)CC1	3%	-2%	/	-1	1%	3%	-7	?	4	6
COc1ccccc1OCCn1cc(/C=C(\C#N)C(=O)NCc2ccco2)c2ccccc21	6%	3%	1%	-2	-2%	-3%[46.1 µM]	-8	-13%	-7	-3
CCN(c1cccc(C)c1)S(=O)(=O)c1ccc(OC)c([N+](=O)[O-])c1	-1%	0%	-1%	1	3%[11.5 µM]	3%	29	3%	-6	-14
COc1cc(C(=O)NCC(=O)NNC(=O)C2COc3ccccc3O2)cc(OC)c1OC (stereo not drawn)	/	-5%	/	/	4%	0%	-12	-2%	63	-5
OC(CSc1ccccc1Cl)CN1CCN(c2ccccc2F)CC1 (stereo not drawn)	2%	-13%	-3%	0	4%	-4%	5	?	-1	8
O=C(Nc1ccc(NC(=O)c2ccccc2Br)cc1)c1ccccc1	23%	-2%	3%	2	1%	-5%	9	-1%	0	6
CCOc1ccc(C2C(C#N)=C(N)Oc3cc(C)n(CCN4CCOCC4)c(=O)c32)cc1OCC (stereo not drawn)	6%	-3%	0%	0	-1%	-3%	-8	1%	14	6
Cc1cccc(-n2cc(C(=O)O)c(=O)cc2C)c1	7%	2%	-7%	3	-1%	-1%	-3	-3%	0	-6
Cc1cc(C(=O)COC(=O)c2ccc[nH]c2=O)c(C)n1CCc1ccc(F)cc1	-2%	-4%	-2%	1	4%	-4%	17	1%	-5	1

An unsorted share of the library; 1.6% or so of the library scored in one or more.
